# XBP1 UPR activ – adaptive UPR (XBP1) activation. CHO-XBP1 luciferase reporter, IRE1-XBP1 UPR activation, luminescence; percent of tunicamycin response, DMSO as zero. activation, % at 20 µM. 330,000 compounds, 0.33% hits;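 active means versus positive control, 20 µM dose yields 30% or more activation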;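 further: 100% = tunicamycin at 10 µg/mL and 0% = DMSO only wells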
#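 Test system: CHO-XBP1 luciferase reporter cells | Buffer or medium: Serum-containing F12 medium, 10% FBS | Schedule: 6 h compound exposure at 37 °C, 5% CO2 | Detection: Steady-Glo luciferase glow luminescence, 10 min after reagent addition | Read-out basis: Activation, % of tunicamycin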
# APJ agonist – activates the human apelin receptor APJ | activation, % at 20 µM | 330,000 compounds, 0.11% hits | CHO-K1 APJ PathHunter beta-arrestin, luminescence; 0% DMSO wells, 100% apelin | AID 2520;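 active means activation more than six SD over the plate average, tested at 20 µM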;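 further: 0% = DMSO alone and 100% = apelin-13 at 10 nM; some results filed as inactive read as strong as hits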
#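 Material: CHO-K1 APJ beta-arrestin complementation cell line; Input: cell density 1000 per well; Incubation: compound stimulation 90 min at 25 °C, detection 60 min; Signal: luminescence from split beta-galactosidase complementation, Galacton Star/Emerald II substrate; Controls: DMSO-only wells as negative, 10 nM Apelin-13 as positive control.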
# tim23-1 inh – growth inhibitors of tim23-1 mutant yeast | S. cerevisiae tim23-1 growth, BacTiter-Glo luminescence, 24 h | inhibition, % at 20 µM | 330,000 compounds, 1.3% hits;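 active means growth inhibition of the mutant yeast at or above 50%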;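 further: temperature-sensitive mutant grown at 25 °C; plate controls were DMSO-treated mutant yeast for no effect and medium wells lacking yeast for full effect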
# CHOP UPR activ – activators of apoptotic arm of unfolded protein response (CHOP); activation, % at 10 µM; CHO-CHOP luciferase reporter, UPR activation, luminescence; percent of tunicamycin response over DMSO baseline; 330,000 compounds, 0.34% hits;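 active means at 10 µM dose, activation of 40% or more, normalized to positive control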;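 further: 100% = tunicamycin at 10 µg/mL and 0% = DMSO alone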
#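 measured by = luciferase luminescence | assay system = CHO-CHOP cells, stable luciferase reporter of PERK-eIF2a-CHOP signalling | amount = 500 reporter cells seeded per well | timing = 6 h compound exposure at 37 °C after overnight seeding | controls = positive tunicamycin 10 µg/mL, negative DMSO alone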
# NLRP3 yeast inh – NALP3 inhibition in yeast | Yeast reconstituted NLRP3/ASC/caspase-1, beta-gal luminescence, 24 h | 330,000 compounds, 0.39% hits | inhibition, % at 10 µM;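 active means inhibition of 50% or more; inactive means inhibition below 50%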;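 further: plate controls were induced DMSO wells for no effect and uninduced yeast grown without galactose for full effect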
# Mdm2-MdmX inh – disrupts the human Mdm2-MdmX interaction; inhibition, % at 8 µM; AID 485346; O15151+Q00987; SaOS-2 split-luciferase Mdm2/MdmX complementation, luminescence; 330,000 compounds, 3% hits;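 active means inhibition of at least 50% at 8 µM in the primary screen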
# Target sequence (O15151 whole entry, looked up): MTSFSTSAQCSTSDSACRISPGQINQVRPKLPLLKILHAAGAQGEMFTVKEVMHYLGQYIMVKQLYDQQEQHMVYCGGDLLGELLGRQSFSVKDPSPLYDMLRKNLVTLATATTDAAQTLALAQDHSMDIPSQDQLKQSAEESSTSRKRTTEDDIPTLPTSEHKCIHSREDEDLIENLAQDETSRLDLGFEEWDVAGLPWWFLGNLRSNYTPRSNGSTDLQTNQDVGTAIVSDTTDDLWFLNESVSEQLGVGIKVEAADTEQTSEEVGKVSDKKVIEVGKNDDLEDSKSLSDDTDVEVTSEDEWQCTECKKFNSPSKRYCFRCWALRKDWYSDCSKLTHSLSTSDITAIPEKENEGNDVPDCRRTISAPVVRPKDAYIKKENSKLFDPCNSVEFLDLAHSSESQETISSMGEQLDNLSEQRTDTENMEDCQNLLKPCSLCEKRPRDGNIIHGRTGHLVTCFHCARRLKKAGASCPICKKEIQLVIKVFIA
# Target sequence (Q00987 whole entry, looked up): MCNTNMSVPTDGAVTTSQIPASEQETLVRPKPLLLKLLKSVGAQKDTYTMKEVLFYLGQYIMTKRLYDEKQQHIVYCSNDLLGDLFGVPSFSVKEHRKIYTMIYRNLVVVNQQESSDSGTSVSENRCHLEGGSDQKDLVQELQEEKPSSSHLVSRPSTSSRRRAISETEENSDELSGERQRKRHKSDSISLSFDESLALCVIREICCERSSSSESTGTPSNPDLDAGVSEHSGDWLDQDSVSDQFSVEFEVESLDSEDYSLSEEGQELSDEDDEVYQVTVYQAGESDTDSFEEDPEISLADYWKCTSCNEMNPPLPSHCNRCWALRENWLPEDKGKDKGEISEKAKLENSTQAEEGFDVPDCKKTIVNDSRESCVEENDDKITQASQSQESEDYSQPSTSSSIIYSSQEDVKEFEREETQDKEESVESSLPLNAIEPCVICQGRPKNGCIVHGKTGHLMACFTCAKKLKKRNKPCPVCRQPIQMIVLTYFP
# tim10-1 inh – inhibits growth of tim10-1 mutant yeast; S. cerevisiae tim10-1 ts strain growth, BacTiter-Glo, 24 h; inhibition, % at 20 µM; 330,000 compounds, 2.2% hits; AID 463190;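 active means inhibition of at least 40%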;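 further: mutant grown at 25 °C; 0% = DMSO wells with yeast and 100% = wells holding no yeast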
# GRIN3A LBD mod – modulates the human NR3A ligand-binding domain; NR3A LBD differential scanning fluorimetry, Tm shift; 0% = protein alone, 100% = glycine-bound protein; Tm shift relative to glycine control, % at 25 µM; 340,000 compounds, 2.5% hits; AID 1259313;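 active means melting temperature shift of at least 10% of the positive control shift, at one fixed dose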
# TIM10 inh – inhibits growth of TIM10 yeast strain. S. cerevisiae TIM10 strain growth, BacTiter-Glo luminescence, 24 h. inhibition, % at 10 µM. 330,000 compounds, 1.4% hits;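 active means inhibition of 40% or more at the single tested concentration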;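 further: wild-type TIM10 isogenic control strain grown at permissive 25 °C; 0% = DMSO yeast wells and 100% = minimal medium wells without yeast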
# Starred values were filed as active, the others as inactive; . = no result given; & = joins results of further samples.
SMILES,XBP1 UPR activ,APJ agonist,tim23-1 inh,CHOP UPR activ,NLRP3 yeast inh,Mdm2-MdmX inh,tim10-1 inh,GRIN3A LBD mod,TIM10 inh
Cc1csc(NC(=O)c2sccc2C)n1,-1,-4,23,0.5,12,-66,-18,3,3
O=C(O[C@H]1[C@H](Oc2ccccc2COC(=O)C2(O)C=CCCC2=O)O[C@H](CO)[C@@H](O)[C@@H]1O)c1ccccc1 (some centres undefined),-5,-5,2,-0.5,6,10,-6,.,6
C=CCn1c(SCC(=O)NCC(=O)OCC)nnc1-c1cccc(OC)c1,2,2,-11,-3.4,18,-5,-3,-3,0
CN(C)S(=O)(=O)c1ccc(Cl)c(NC(=O)C2CCN(S(=O)(=O)c3cccs3)CC2)c1,-1,1,2,1.8,17,17,0,0,-13
Cc1ccc(C)c(Cn2nnc3c(=O)[nH]c(C4CCCN(S(=O)(=O)Cc5ccccc5)C4)nc32)c1 (centres undefined),103*,-1,-14,0.7,5,8,-29,-5,-36
CCN(CC)S(=O)(=O)c1ccc(NC(=O)CCN2C(=O)C3CC=CCC3C2=O)cc1 (centres undefined),-1,-4,2,0.7,-5,13,-6,-1,4
CC1CCCCN1C(=O)c1cccc(NC2=C(Cl)C(=O)N(Cc3ccccc3)C2=O)c1 (centres undefined),-5,-3,49,3.7,31,76*,51*,-3,35
COC(=O)CCP(=O)(O)Cc1ccccc1CP(=O)(O)CCC(=O)OC,-1,-2,10,-2.2,3,-19,-4,3,1
COc1ccc(S(=O)(=O)Nc2cccc(C(C)=O)c2)cc1Br,5,-3,28,-0.7,9,-18,2,-6,5
O=C(Nc1ccc(-n2cnnn2)cc1)C1CCCN1C(=O)Nc1ccc(Br)cc1 (centres undefined),-4,-3,16,1.0,11,41,13,-5,-4
CCCCCn1c(N)c(-c2nc3ccccc3s2)c2c([N+](=O)[O-])nn(C)c(=O)c21,-3,-2,8,12,30,87*,35,8,11
O=C(NCCO)/C(=C/c1cccc([N+](=O)[O-])c1)NC(=O)c1ccco1,0,-3,-5,0.1,11,-11,0,-1,3
COc1ccc(-c2nc3ccc(N4CCN(C)CC4)cc3c(=O)[nH]2)cc1,-2,1,9,1.4,12,-26,27,0,5
CCOC(=O)C1CCN(C(=O)c2ccc(OCC(=O)Nc3cccc(C(F)(F)F)c3)cc2)CC1,-3,0,54*,-0.1,2,31,56*,1,54*
CSC1=N/C(=C\c2ccccc2C)C(=O)S1,3,-3,10,-1.6,4,7,17,-1,1
CCN(CC)CCn1c2c(c(SCC(=O)Nc3cccc(C(C)=O)c3)nc1=O)CCCC2,-2,8,12,-1.1,13,8,6,7,-7
CCCCN1C(=N)N([C@@H](C)CN2CCC[C@H]2CN2C(N)=NC[C@@H]2Cc2ccccc2)C[C@H]1Cc1ccccc1,-2,-1,-12,0.4,17,-19,-15,-2,-11
CC(C)C(=O)Nc1ccc(S(=O)(=O)Nc2nccc(/C=C/c3ccccc3)n2)cc1,1,-2,-3,0.0,-2,7,2,-9,9
O=C(N=Nc1c(O)[nH]c2ccccc12)c1cccc(S(=O)(=O)Nc2ccccc2Cl)c1,-1,-5,-12,1.7,-6,23,16,3,23
C=CCn1c(C)nnc1SCC(=O)c1c(N)n(C2CC2)c(=O)[nH]c1=O,0,-2,9,-0.4,17,15,4,1,-1
N#Cc1ccccc1Cn1c(=O)n(Cc2ccc(C(=O)NCc3ccco3)cc2)c(=O)c2sccc21,-2,-4,5,1.7,2,11,4,-1,-1
CCn1c(CC(=O)Nc2ccc(C)cc2)nnc1SCC(=O)Nc1nc(C)cs1,-2,-4,7,-0.9,-2,17,12,0,-23
COc1cccc(CNc2nn[nH]n2)c1OC,1,-3,9,1.2,-1,37,5,2,-6
Cc1c(NC(=O)C23CC4CC(CC(C4)C2)C3)c(=O)n(-c2ccccc2)n1C,-3,-3,4,-0.1,15,20,-18,-1,3
C/C(=C\C(=O)c1ccc(C)o1)Nc1ccc2c(c1)OCO2,4,-1,-1,3.6,12,-82,7,-2,2

# Additional compounds follow:
SMILES,XBP1 UPR activ,APJ agonist,tim23-1 inh,CHOP UPR activ,NLRP3 yeast inh,Mdm2-MdmX inh,tim10-1 inh,GRIN3A LBD mod,TIM10 inh
COCc1cc(=O)c2ccccc2o1,-2,-3,10,0.1,5,13,-2,-3,-9
COc1ccc(CC(=O)Nc2ccc(-c3cn4ccc(C)cc4n3)cc2)cc1,26,0,10,2.4,9,44,2,5,0
COC(=O)CCCC1=CC2=C(c3ccccc3)C(=O)C(C)(OC(=O)C3CCCC3)C(=O)C2=CN1c1ccccc1 (centres undefined),2,7,-9,1.4,19,1,-4,-2,-7
C[C@@H](OC(=O)c1[nH]cnc1C(=O)NCc1ccc(CNC(=O)OC(C)(C)C)cc1)c1ccccc1,2,-1,14,1.8,8,28,15,-11,14
CSCCC(NC(=O)c1ccccc1Br)C(=O)N1CCN(C(C)=O)CC1 (centres undefined),-1,-1,-30,-0.4,9,5,-27,2,-8
O=C(O)CC1C(=O)OCN1C(=O)OCc1ccccc1 (centres undefined),-6,-2,-13,-0.6,-3,14,2,2,3
Cc1ccc2nc(C)c3c(c2c1)COC3,-1,4,10,3.3,8,-3,-7,-7,-10
COCC(=O)Nc1cc(C(=O)Nc2ccccc2)ccc1Cl,-1,-1,54*,1.7,21,22,31,.,42*
Cc1ccccc1-c1nnn(CC(=O)Nc2cccc(S(N)(=O)=O)c2)n1,-5,-3,-12,-0.9,-11,2,5,0,-12
CSCCC(NC(=O)c1ccccc1Cl)C(=O)NNC(=O)c1ccccc1O (centres undefined),-3,5,5,-1.9,14,29,-4,1,4
O=[N+]([O-])c1ccc(NCCc2ccccc2)c(Br)c1,3,-5,30,2.4,13,-37,11,-8,7
Cc1ccc(NC(=O)CCc2nnc3ccc(NCc4ccco4)nn23)cc1,-1,1,3,2.3,7,2,-7,-1,10
S=C(NCc1cccs1)Nc1cc(Cl)cc(Cl)c1,-4,6,42,2.9,37,61*,39,12*,47*
NS(=O)(=O)c1ccc(N2N=C(c3ccccc3)CC2c2ccccc2Cl)cc1 (centres undefined),1,.,33,2.7,.,-17,21,-16,-1
Cc1cccc(C)c1Nc1nnc(SCc2cn3cccc(C)c3n2)s1,5,-1,18,-1.5,-8,24,40,2,20
COc1ccccc1-c1nnc(SCC(=O)c2c(N)n(C3CC3)c(=O)[nH]c2=O)o1,0,-2,5,1.4,23,31,5,-2,-5
CN(C)CCN(Cc1ccccc1)C(=O)C1CCN(c2ncnc3c2nc2n3CCCCC2)CC1,-4,-2,-1,1.5,11,3,10,1,5
O=C(CCCn1nnnc1CN1CCOCC1)N1CCN(c2ccccc2F)CC1,-5,6,7,2.7,-2,-16,-2,0,-6
COc1ccccc1OCC(=O)OCC(=O)NC1CCCCC1,-2,-3,6,0.3,7,32,-2,-1,-7
O=C(NCc1cccnc1)C(=O)Nc1nc(C23CC4CC(CC(C4)C2)C3)cs1,2,0,34,3.0,17,40,2,-10,31
CC(C)CN(C(=O)CSc1nc(-c2ccccc2)cn1N)c1c(N)n(Cc2ccccc2)c(=O)[nH]c1=O,-1,0,12,4.1,15,-7,3,0,3
CC(C)c1ccc(S(=O)(=O)c2cnc(=S)[nH]c2N)cc1,-3,-2,-17,-1.8,14,2,9,-2,-12
COc1cc(OC)cc(-c2oc3cccnc3c2C#CCCO)c1,4,1,43,2.4,-18,6,27,0,20
CCc1c(C)nc2ncnn2c1N1CCCC(C(=O)NCCc2ccc(OC)cc2)C1 (centres undefined),1,-2,26,-0.9,11,-1,11,-2,9
COc1ccc(S(=O)(=O)N(CC(=O)N2CCCCCC2)c2ccccc2OC)cc1,-2,-5,17,0.2,15,-7,27,-2,11

# Among those listed so far, 3 contain a nitro group on carbon.
SMILES,XBP1 UPR activ,APJ agonist,tim23-1 inh,CHOP UPR activ,NLRP3 yeast inh,Mdm2-MdmX inh,tim10-1 inh,GRIN3A LBD mod,TIM10 inh
CCCCCn1c(N)c(-c2nc3ccccc3s2)c2c([N+](=O)[O-])nn(C)c(=O)c21,-3,-2,8,12,30,87*,35,8,11
O=C(NCCO)/C(=C/c1cccc([N+](=O)[O-])c1)NC(=O)c1ccco1,0,-3,-5,0.1,11,-11,0,-1,3
O=[N+]([O-])c1ccc(NCCc2ccccc2)c(Br)c1,3,-5,30,2.4,13,-37,11,-8,7

# Three of the compounds above, tab-delimited:
Molecule	XBP1 UPR activ	APJ agonist	tim23-1 inh	CHOP UPR activ	NLRP3 yeast inh	Mdm2-MdmX inh	tim10-1 inh	GRIN3A LBD mod	TIM10 inh
C=CCn1c(C)nnc1SCC(=O)c1c(N)n(C2CC2)c(=O)[nH]c1=O	0	-2	9	-0.4	17	15	4	1	-1
Cc1ccc(C)c(Cn2nnc3c(=O)[nH]c(C4CCCN(S(=O)(=O)Cc5ccccc5)C4)nc32)c1 (centres undefined)	103*	-1	-14	0.7	5	8	-29	-5	-36
O=C(O)CC1C(=O)OCN1C(=O)OCc1ccccc1 (centres undefined)	-6	-2	-13	-0.6	-3	14	2	2	3

# Next section.
SMILES,XBP1 UPR activ,APJ agonist,tim23-1 inh,CHOP UPR activ,NLRP3 yeast inh,Mdm2-MdmX inh,tim10-1 inh,GRIN3A LBD mod,TIM10 inh
NC(=S)Nc1ccc(C(F)(F)F)cc1Cl,1,-4,22,0.9,3,-21,24,5,13
Clc1ccc2nc(CSc3ccccc3)cn2c1,-4,-4,-3,-2.9,24,-35,15,0,-25
CC(C)c1ccc(OCC(O)CN2CCN(c3ccccc3)CC2)cc1 (centres undefined),5,-8,-229,0.3,30,5,-40,2&0,-122
Cc1ccc(C=C2C(=O)c3ccccc3C2=O)o1,-2,-2,5,-0.7,-38,-2,-18,1,-1
CCOc1ccc(S(=O)(=O)N2CCN(C(=O)c3ccccc3Cc3ccccc3)CC2)cc1,0,11,23,1.3,25,21,1,2,7
Cc1ccccc1NC(=O)CC(O)(C(F)(F)F)C(F)(F)F,3,-2,26,-0.2,1,12,32,3,25
O=c1cc(-c2ccccc2)nc2cc(-c3ccco3)[nH]n12,4,-4,14,2.0,17,-13,-13,10*,7
CCc1ccc(-n2ccc(=O)c(C(=O)O)n2)cc1,7,-3,-2,1.9,8,5,-1,-3,4
O=c1c2ccccc2nc2c3ccccc3c(NCc3ccccn3)nn12,10,-2,35,0.4,15,13,71*,-3,71*
CC1CCN(C(=O)c2[nH]cnc2C(=O)N[C@@H](CCCCNC(=O)OC(C)(C)C)C(=O)OC(C)(C)C)CC1,-1,-5,19,0.5,11,10,24,-6,15
CC1CC(C)CN(C(=O)C(Cc2ccccc2)n2cccc2)C1 (centres undefined),0,-1,29,-0.3,-3,8,9,0,-14
O=C(Nc1ccc(S(=O)(=O)Nc2nccs2)cc1)c1ccccc1OC(F)F,-4,-2,-1,1.0,17,5,-12,0,2
COc1ccccc1C(=O)Nc1c(-c2ccccc2)nc2ccccn12,-3,-4,35,2.2,12,2,10,-1,22
Cc1ccccc1N=C/C=C1/C=C(c2ccccc2)OC(C)(C)O1,-2,-3,31,-1.5,8,29,17,0,-9
CC1CCCN(C(=O)C2CCC(CNc3c(N4CCCCC4)c(=O)c3=O)CC2)C1 (centres undefined),5,0,2,-0.5,-9,9,11,1,1
Clc1ccccc1-c1ccc2ncnc(NCc3cccs3)c2c1,-1,-1,54*,-3.6,17,18,27,-16,31

# Screens: PubChem BioAssay, Sanford-Burnham Center for Chemical Genomics
